Screens deposited in PubChem by National Center for Advancing Translational Sciences (NCATS).
Lipid storage S3: qHTS Assay for Lipid Storage Modulators in Drosophila S3 Cells | Drosophila S3 cells, BODIPY lipid droplet fluorescence, 18-24 h; cells fed with added oleic acid | lipid storage change, negative = inhibition, % at the top dose, mostly 46.1 µM; hits show Potency in µM | hit rate 0.64% among 320,000 | AID 2685; active = well fitted inhibition curve with a large enough effect in the signal ratio, with a control signal flat, not every such curve was filed as active; inconclusive = small, poorly fitted or top-dose-only effect, or effect the other way, or a change in a side signal; the % refers to the signal ratio
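Drosophila S3 cells got compounds at several concentrations plus oleic acid (400 uM solution). Laser-scanning cytometry with 488 nm excitation read lipid droplets at 500-530 nm and cells at 575-640 nm. Percent activity was relative to 20 uM Triacsin C.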
Lipid storage S3 cell count max: second read-out of Lipid storage S3, no call of its own (marks repeat the call); cell number change, %; measured here: cell count max response;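 cells counted by Cell Tracker Red CMTPX staining in the red channel; peak over a dose series mostly up to 46.1 µM; percent activity relative to internal control wells on each plate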
* = called active by the depositor; i = inactive; ? = inconclusive; · = not tested or not shown. % is scaled to controls: 0 for no effect and ±100 for the full control effect; potency is read from the fitted curve at half-maximal effect.

Lipid storage S3	Lipid storage S3 cell count max	SMILES
0%	-10	Cc1cc2c3c(c1)C1(C(=O)N3C(C)(C)CC2C)C(C#N)=C(N)OC2=C1C(=O)CC(C)(C)C2 (configuration not stated)
?	·	CCCCNC(=O)N(c1c(N)n(Cc2ccccc2)c(=O)[nH]c1=O)C1CCCC1
?	·	O=C(O)C1CCCCC1C(=O)NCc1ccccn1 (configuration not stated)
-9%	5	CC1CC(OCC(O)CN2CCCCC2C)CC(C)(C)C1 (configuration not stated)
?	·	O=S(=O)(NCC(c1cccnc1)N1CCN(c2ccccc2)CC1)c1cccs1 (configuration not stated)
16%	-9	CCC1CCCCN1C(=O)CSc1nc2c(c(=O)n1C)SC(C)C2 (configuration not stated)
?	·	CCCCn1cc(S(=O)(=O)c2ccccc2)c(=O)c2cc(C)ccc21
?	·	N#Cc1c[nH]n2c(=O)cc(Cc3ccccc3)nc12

Retrieved by structure from the list above, four records:
Lipid storage S3	Lipid storage S3 cell count max	SMILES
?	·	CCCCn1cc(S(=O)(=O)c2ccccc2)c(=O)c2cc(C)ccc21
?	·	O=S(=O)(NCC(c1cccnc1)N1CCN(c2ccccc2)CC1)c1cccs1 (configuration not stated)
16%	-9	CCC1CCCCN1C(=O)CSc1nc2c(c(=O)n1C)SC(C)C2 (configuration not stated)
?	·	O=C(O)C1CCCCC1C(=O)NCc1ccccn1 (configuration not stated)

Further records follow:
Lipid storage S3	Lipid storage S3 cell count max	SMILES
?	·	O=C(COc1ccc2c(c1)OCO2)Nc1cccc(F)c1
i	6	Cc1[nH]n2c(=O)c3c(nc2c1-c1ccc(Cl)cc1)CCC3
i	18	COc1ccc(Cl)cc1C(=O)OCC(=O)N(C)CC(=O)Nc1ccc(F)cc1
0%	7	Cc1cc(NC(=O)c2ccccc2)no1
?	·	CN(C(=O)COC(=O)c1cc2c(s1)CCCCC2)c1ccccc1
-10%	-1	Oc1ccccc1C1=NOC(O)(C(F)F)C1 (configuration not stated)
?	7	Nc1c(Cl)ncnc1NCCO
?	·	C/C(=N\NC(=O)c1c(Cl)c(C)nn1C)c1cccc(NC(=O)C2CCCC2)c1

Continued; the last 4 above are carried over.
Lipid storage S3	Lipid storage S3 cell count max	SMILES
?	·	CN(C(=O)COC(=O)c1cc2c(s1)CCCCC2)c1ccccc1
-10%	-1	Oc1ccccc1C1=NOC(O)(C(F)F)C1 (configuration not stated)
?	7	Nc1c(Cl)ncnc1NCCO
?	·	C/C(=N\NC(=O)c1c(Cl)c(C)nn1C)c1cccc(NC(=O)C2CCCC2)c1
?	·	CC(NCC(O)COC1CCC(C(C)(C)C)CC1)c1ccccc1 (configuration not stated)
?	·	CCC(C)(C)n1nnnc1CN(Cc1cccs1)Cc1cc2cc(OC)ccc2[nH]c1=O
?	·	Nc1ccc(/C=C/c2ccc3ncccc3c2)cc1
?	·	CCCc1nn(C)c(C(=O)Nc2cccc(Cl)c2)c1Cl
2%	-10	CCC(C)N=C1Sc2nc3ccc(C)cc3cc2CN1CCOC (configuration not stated)
-18%	-8	O=C(CCc1ccc(O)c(O)c1)NNC(=S)Nc1ccc(Br)cc1Cl
?	·	CC(OC(=O)c1oc2ccccc2c1CSC1CCCCC1)C(=O)NC(N)=O (configuration not stated)
?	·	CN1CCN(C(=O)c2cccc(NS(=O)(=O)c3ccc(Br)cc3)c2)CC1
?	·	CCOc1ccccc1NC(=O)CNC(=O)Cc1ccccc1
0%	2	O=C(Cn1ncc(Cl)c(Cl)c1=O)N1CCN(Cc2ccccc2)CC1
?	·	CCOc1cc(CNn2cnnc2)ccc1OCC(=O)NC1CCCCC1
-23%	-7	Fc1ccccc1CNC(=S)NC1CCCCC1
?	·	Cn1c(=O)c2c(nc(CN3CCN(C(=O)c4ccco4)CC3)n2Cc2ccccc2F)n(C)c1=O
-18%	-20	O=C(COc1c(Cl)cccc1Cl)NN1C(=O)CSC1=S
?	·	COc1ccc(NC(C)C(=O)N/N=C/c2cc(Br)ccc2OC)cc1 (configuration not stated)
-9%	-2	CC(C)(C)NC(=O)C(c1cccs1)N(Cc1ccc(F)cc1)C(=O)c1csnn1 (configuration not stated)
?	·	O=C(NCCN1CCOCC1)c1cc(-c2ccc(Cl)cc2)on1
0%	18	COc1ccc(N2CCN(C(=O)COCC(=O)O)CC2)cc1
i	·	CCN1CCN(c2ncc(C(=O)N3CCCc4ccccc43)c3ccccc23)CC1
-6%	0	O=C(CSc1ccc2nnc(CCNC(=O)c3ccc(F)cc3)n2n1)NCc1ccco1
?	·	CCOC(=O)C1=C(CC)Nc2ccccc2N=C1NC(=O)c1ccc(OC)c(S(=O)(=O)N2CCCCC2C)c1 (configuration not stated)
-8%	6	O=C(O)CCC(=O)Nc1ccc(C(=O)OCC(=O)c2ccc(Cl)cc2Cl)cc1
?	·	CC(C)Nc1nc(-c2ccncc2)nc(-c2ccccc2)c1C#N
1%	9	CCNCc1nc2cc(Cl)ccc2c(=O)[nH]1
?	·	Cc1onc(-c2ccccc2Cl)c1C(=O)NCCN1CCOCC1
9%	19	COCC(C)NC(=O)Cc1ccc(Cl)cc1 (configuration not stated)
?	·	Cc1scc(C(=O)NCc2ccco2)c1-c1ccccc1
?	·	CCOC(=O)c1sc(N2C(=O)C(O)=C(C(=O)c3ccco3)C2c2cccc([N+](=O)[O-])c2)nc1C (configuration not stated)
1%	11	COc1ccccc1N1Cc2ccc(OC)c(OC)c2C1=O
?	·	CCC(C)NC(=O)CN(c1cc(Cl)ccc1OC)S(C)(=O)=O (configuration not stated)
?	·	Cn1c(SCC(=O)NCc2ccccc2)nc2c([nH]c3ccccc32)c1=O
?	·	OCCC1CN(Cc2cccn2-c2ncccn2)CCN1Cc1ccccc1 (configuration not stated)

In another format: results already given.
| SMILES | Lipid storage S3 | Lipid storage S3 cell count max |
| --- | --- | --- |
| Cn1c(=O)c2c(nc(CN3CCN(C(=O)c4ccco4)CC3)n2Cc2ccccc2F)n(C)c1=O | ? | · |
| CCC(C)(C)n1nnnc1CN(Cc1cccs1)Cc1cc2cc(OC)ccc2[nH]c1=O | ? | · |
| Nc1c(Cl)ncnc1NCCO | ? | 7 |
| Cc1onc(-c2ccccc2Cl)c1C(=O)NCCN1CCOCC1 | ? | · |
| O=C(O)CCC(=O)Nc1ccc(C(=O)OCC(=O)c2ccc(Cl)cc2Cl)cc1 | -8% | 6 |

Remaining list, next part:
Lipid storage S3	Lipid storage S3 cell count max	SMILES
?	·	CCOC(=O)C1=C(C)N=C2SC(C)C(=O)N2C1c1ccc(C(=O)OC)cc1 (configuration not stated)
?	·	CCOC(=O)c1c(NC(=O)CSc2nc3cc(Cl)ccc3s2)sc(C(C)=O)c1C
?	·	Cc1nc([N+](=O)[O-])cn1CCC#N
?	·	CC1CC(C)CN(c2cc(N(C)CCO)c([N+](=O)[O-])c3nonc23)C1 (configuration not stated)
?	·	COc1ccc(NC(=O)N(CCC(C)C)C(C)c2ccccn2)c(OC)c1 (configuration not stated)
-14%	-10	COc1cccc(N(CC(=O)N2CCCCCC2)S(C)(=O)=O)c1
?	·	Clc1ccc(CNc2ccc(CNc3ncn[nH]3)cc2)c(Cl)c1
?	·	O=C(c1ccccc1)c1ccccc1N1C(=O)C=CC1=O
?	·	Cc1cc(C)cc(NC(=O)Cn2nnc(C(=O)NCCc3ccccc3)c2N)c1
?	·	CC(Cl)C(=O)Nc1cc(C(C)(C)C)nn1-c1ccccc1 (configuration not stated)
?	·	COc1cccc(C(=O)NC2CCN(CC(=O)Nc3nccs3)CC2)c1
?	·	CCSc1sccc1C1C(C#N)=C(N)N(c2cccnc2)C2=C1C(=O)CC(C)(C)C2 (configuration not stated)
25%	2	Nc1nc(CSc2ccccn2)nc(Nc2ccccc2)n1
1%	15	CCOc1cc(C2C3=C(CCCC3=O)OC3=C2C(=O)CCC3)cc([N+](=O)[O-])c1O
14%	-1	CC(=O)N(CC(=O)Nc1nn(-c2ccccc2)nc1C(N)=O)Cc1ccccc1
?	·	CC1CCN(C(=O)CSc2ccc(-c3ccc4c(c3)OCCO4)nn2)CC1
i	1	CC(=O)Nc1ccc(S(=O)(=O)Nc2cccc3cccnc23)cc1
9%	11	c1cnc(-c2noc(CN3CCN(C4CCCC4)CC3)n2)cn1
?	·	O=C(CN(C(=O)CNS(=O)(=O)c1ccccc1)c1ccc(F)cc1)NCc1ccco1
?	·	COc1ccc(/C=C2/SC(c3ccc(C)cc3)=NC2=O)cc1OC
1.5µM*	-6.3*	COc1cc(NC(=O)C2=CC(c3ccc(C)cc3)=NS(=O)(=O)N2C)cc(OC)c1OC
i	-26	CCN(CC)C(=O)CSc1nc(O)cc(=O)n1CC
?	·	COc1cc(SC)ccc1C(=O)Nc1nccs1
?	·	Cc1cc(O)c(C(=O)/C=C/c2ccc(C(C)C)cc2)c(=O)o1
?	·	c1coc(Cn2c(SCc3nc4ccccc4[nH]3)nnc2-c2cnccn2)c1
?	·	COc1ccc(S(=O)(=O)N2CCN(C)CC2)cc1NC(=O)c1ccccc1
?	·	O=C(NCCC1=CCCCC1)c1ccc(Cl)c([N+](=O)[O-])c1
?	·	COc1ccccc1C(=O)Nc1ccc(OCC(=O)N2CC(C)CC(C)C2)cc1 (configuration not stated)
14%	17	CCCN1CCC(NC(=O)CCc2nnc(-c3ccccc3)o2)CC1
i	3	Cc1cnc(CNC(=O)CC2C(=O)NCCN2Cc2ccccc2F)cn1 (configuration not stated)
6%	6	CCN1CCN(C(=O)c2c(-c3c(F)cccc3Cl)noc2C)CC1
-5%	-15	O=C(NN=C1CCN(Cc2ccccc2)CC1)c1ccccc1O
-4%	17	OCCC1CN(Cc2cccc3c2OCO3)CCN1C1CCCC1 (configuration not stated)
?	·	CC/C(=N\NC(=O)C1CCCC1)c1cccc(Br)c1
?	·	Cc1ccc(S(=O)(=O)N2CCCCCC2)cc1C(=O)NCc1ccccn1
?	·	CN(Cc1cccnc1)C(=O)c1cc(COc2ccc3c(c2)CCCC3)on1
?	·	O=C(CCCN1C(=O)[C@H]2CC=CC[C@H]2C1=O)NCc1nc(-c2ccccc2)no1
?	·	O=C(Nc1ccc2c(c1)OCCO2)C(=S)NCc1ccccc1
?	·	Cc1cccc(NC(=O)c2ccc(S(=O)(=O)N3CCCC3)cc2)c1C
?	·	Cc1ccc2oc3nc(C)c(C(=O)O)cc3c(=O)c2c1
24%	23	COC(=O)c1ccc2[nH]ccc2c1
?	·	CCc1ccccc1NC(=O)CSc1nc2ccccc2nc1N1CCOCC1
-2%	2	C=CCNC(=O)O/N=C/c1csc([N+](=O)[O-])c1
17%	-1	O=c1c2c3c(sc2n(CCN2CCCC2)c(=O)n1Cc1ccco1)CCCCC3
i	-22	CC(=O)Nc1cccc(NC(=O)c2ccc3[nH]c(C)c(C)c3c2)c1
?	·	O=C(Cc1ccc(S(=O)(=O)N2CCOCC2)s1)Nc1cc(Cl)ccc1Cl
?	·	O=C(c1cc(Cl)ccc1[N+](=O)[O-])n1cnc2ccccc21
?	·	CCN(CC)CCOc1cccc(C(C)C)c1
-9%	-30	Cc1nc2ccccc2n1C(=O)c1ccccc1[N+](=O)[O-]
8%	-2	O=C(Nc1nccs1)c1cn2ccccc2n1
i	·	C/C(=N\N=C1\NC(=O)CS1)c1cccs1
-19%	·	O=C(COC(=O)CCC1CCCC1)Nc1cccc(S(=O)(=O)N2CCOCC2)c1
?	·	Cc1nc(C)c(C(=O)N2CCCC(C(=O)c3ccc(Cl)cc3C)C2)s1 (configuration not stated)
?	·	FC(F)Oc1ccc(-c2csc(=Nc3cccnc3)n2CC2CCCO2)cc1 (configuration not stated)
?	·	COc1ccc([C@H]2CC(=O)C=C(c3cc(C=O)ccc3OC)C2)cc1OC
?	·	CCOC(=O)c1cn(Cc2cccc(Cl)c2)nn1

Continuation:
Lipid storage S3	Lipid storage S3 cell count max	SMILES
?	·	Oc1ccc(Cl)cc1CNc1cccc2cccnc12
?	·	CCOC(=O)N/N=C/C(Cl)=C/c1ccccc1
-11%	-3	CNC(=O)c1sc(-c2cccs2)nc1C
14%	13	CCC(C)c1ccc(NC(=O)c2cnn3c(C(F)F)cc(C)nc23)cc1 (configuration not stated)
-6%	·	CCCNC(=O)c1ccc(OC)cc1OC
?	·	Cc1oc(-c2ccccc2Cl)nc1Cn1cccc1C1=NC(c2ccccc2)CO1 (configuration not stated)
?	·	COC(=O)CC(=O)N1CCN(c2ccc(Cl)c(Cl)c2)CC1
?	·	Cn1cc(C(=O)NCN2CCCCC2)c2ccccc21
-27%	12	O=C(CC(c1ccccc1)c1ccccc1)N1CCN(c2ccccn2)CC1
?	·	O=C(Nc1ccc(Cl)c(S(=O)(=O)N2CCOCC2)c1)c1n[nH]c(=O)c2ccccc12
20%	8	CCOC(=O)N1CCN(C(=O)c2cc(COc3cccc(C(C)=O)c3)on2)CC1
9%	-7	FC(F)(F)c1cccc(NC(=S)NCC(c2cccnc2)N2CCOCC2)c1 (configuration not stated)
7%	10	O=C(NCCCN1CCCC1=O)c1cc2c(s1)CCCCC2
-1%	9	CCOC(=O)c1ccccc1NC(=O)CSc1nc2ccncc2[nH]1
i	22	CCOC(=O)c1ccc(N2C(=O)CC(C3CCCO3)C2=O)cc1 (configuration not stated)
?	·	CCOC(=O)CC1C(=O)NCCN1S(=O)(=O)c1ccc(C)cc1 (configuration not stated)

Some of the compounds tested. The share of hits here may be higher or lower than overall.
